# Source: PubChem BioAssay
# NPR1 activator = GC-A (human) enzyme activation. P16066. HEK293 GC-A cells, cGMP TR-FRET, EC30 ANP; 0% at EC30 ANP, 100% saturating ANP. activation, % at 10 µM. 370,000 compounds, 0.14% hits; in the data active = activation above about 40%
# rCAG binder = r(CAG) repeat RNA binding; 370,000 compounds, 1.3% hits; inhibition, % at 3 µM; TO-PRO-1 dye displacement fluorescence; AID 651821;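 active = inhibition above the plate cutoff, the mean of all test compounds on that plate plus 3 SD, cut at about 35% in these data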;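 also: 0% = DMSO alone and 100% = 100 µM mitoxantrone as full dye displacement; higher means more dye released from RNA so lower well fluorescence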
# GC-B act = GC-B (human) receptor activation; HEK293-GC-B cells, CNP EC30, cGMP TR-FRET; 0% at EC30 CNP, 100% saturating CNP; activation, % at 10 µM; P20594; 370,000 compounds, 0.11% hits;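 active = activation at 10 µM reaching about 35% in either raw or pattern-adjusted values, limit read from the data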
# ARFGAP1 inh = inhibits rat ARF GTPase activating protein 1; Q62848; Arfgap1-stimulated ARF1 GTP hydrolysis, GDP FP detection; inhibition, % at 16.5 µM; 360,000 compounds, 0.26% hits;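 active = inhibition above a per-plate limit, mean inhibition of low control wells plus 3 SD, cut at about 25% in these data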;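 also: 0% = DMSO wells with enzyme and 100% = wells lacking Arfgap1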
# Target sequence (Q62848 1-136 limits assumed): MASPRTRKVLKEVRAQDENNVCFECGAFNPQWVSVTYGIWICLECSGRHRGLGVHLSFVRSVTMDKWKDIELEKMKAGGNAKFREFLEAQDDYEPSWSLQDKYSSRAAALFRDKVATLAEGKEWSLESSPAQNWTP
#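 Replicates: Single well per compound | Assay system: Truncated rat Arfgap1 GAP domain | Control set: No-Arfgap1 wells (100%) versus DMSO full-reaction wells (0%) | Times: Enzyme reaction 120 min at 25 °C after 20 min preincubation | Reagent: Human ARF1(Δ1-17)-GTP substrate | Measured by: Tracer-displacement fluorescence polarization with EDTA stop, 620/688 nm | Measure: Percent inhibition of Arfgap1-stimulated GTP hydrolysis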
# ADAM10 inh = ADAM10 inhibition, QFRET primary screen; O14672; recombinant ADAM10, EDANS/DABCYL FRET peptide cleavage, 3 h; inhibition, % at 7 µM; 370,000 compounds, 0.62% hits;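 active = inhibition above a per-campaign cutoff equal to the mean of compounds falling between control-based bounds plus 3 SD, cut at about 20% in these data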;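 also: 0% = DMSO wells while the 100% control is not disclosed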
# proKLK7 act = proKLK7 (human) activation, primary screen | 370,000 compounds, 0.9% hits | P49862 | purified proKLK7, EDANS-DABCYL substrate fluorescence; 100% is mature enzyme control, 0% vehicle | activation, % at 7 µM;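 active = activation above the mean of all tested compounds plus 3 SD, computed per campaign excluding outliers beyond control limits, cut at about 13% in these data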
# Target sequence (P49862 whole entry, looked up): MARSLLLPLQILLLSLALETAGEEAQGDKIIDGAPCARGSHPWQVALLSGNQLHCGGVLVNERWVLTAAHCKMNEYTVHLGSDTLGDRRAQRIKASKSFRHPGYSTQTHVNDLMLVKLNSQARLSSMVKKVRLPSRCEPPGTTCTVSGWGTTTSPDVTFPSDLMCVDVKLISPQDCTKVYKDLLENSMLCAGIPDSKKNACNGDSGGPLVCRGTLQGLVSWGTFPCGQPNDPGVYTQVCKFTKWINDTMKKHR
# ASAP1 GAP inh = blocks human ASAP1-stimulated Arf1 GTP hydrolysis; 360,000 compounds, 0.19% hits; AID 624377; Q9ULH1; inhibition, % at 16.5 µM; GDP FP detection; in the data active = inhibition above about 25%;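 also: 0% = vehicle with enzyme and substrate and 100% = no enzyme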
# Tn6 DDE FP = inhibitors of Tn6 peptide binding to human fibrin DD(E); P02675; Fibrin DD(E) TRITC-Tn6 fluorescence polarization displacement; inhibition, % at 8.3 µM; 370,000 compounds, 0.21% hits; AID 720509;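 active = inhibition above a per-campaign cutoff: mean of compounds within control limits plus 3 SD, cut at about 15% in these data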;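 also: 0% = median of all compound wells on the plate and 100% = blocking peptide control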
# Target sequence (P02675 whole entry, looked up): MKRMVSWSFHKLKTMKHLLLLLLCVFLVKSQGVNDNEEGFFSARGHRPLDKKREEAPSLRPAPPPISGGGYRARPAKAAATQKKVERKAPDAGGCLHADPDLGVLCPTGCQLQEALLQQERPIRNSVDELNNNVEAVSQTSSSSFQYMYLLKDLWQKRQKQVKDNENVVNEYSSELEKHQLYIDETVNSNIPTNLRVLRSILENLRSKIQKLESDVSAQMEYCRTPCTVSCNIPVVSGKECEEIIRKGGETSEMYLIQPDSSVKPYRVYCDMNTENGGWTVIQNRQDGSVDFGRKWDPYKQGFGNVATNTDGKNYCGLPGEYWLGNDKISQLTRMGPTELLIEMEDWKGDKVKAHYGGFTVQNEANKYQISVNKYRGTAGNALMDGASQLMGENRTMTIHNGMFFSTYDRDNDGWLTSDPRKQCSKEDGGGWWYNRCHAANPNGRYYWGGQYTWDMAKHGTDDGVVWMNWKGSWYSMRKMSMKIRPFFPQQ
# FXN GAA850 act = activators of GAA850 frataxin (FXN) promoter; HEK293 lucGAA850 FXN promoter luciferase reporter, 24 h; percent of 10 µM SAHA response; activation, % at 6 µM; 360,000 compounds, 0.56% hits;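 active = activation above the average of all compounds screened plus 3 SD, cutoff fixed separately per campaign, cut at about 7.5% in these data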;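 also: 0% = DMSO wells and 100% = 10 µM SAHA wells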
# HGIII-sPLA2 inh = Blocks human group III sPLA2 activity; inhibition, % at 12.2 µM; QFRET BODIPY PC-A2 liposome hydrolysis, fluorescence; 370,000 compounds, 0.56% hits; Q9NZ20;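 active = inhibition above mean plus 3 SD of compounds lying within the high and low control bounds, cut at about 19% in these data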;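 also: 0% = median of test compound wells and 100% = no enzyme DMSO wells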
# Active calls of the source: *; nt = no result given.
no.	SMILES	NPR1 activator	rCAG binder	GC-B act	ARFGAP1 inh	ADAM10 inh
1	CCOc1ccccc1NC(=O)C1CCCN(c2c(CC)c(C)nc3ncnn23)C1 (stereo not drawn)	-5	-4	0	-1	2
2	Cc1ccc(S(=O)(=O)Nc2ccc(-c3ccc4nncn4n3)cc2)cc1	0	0	-3	-1	-9
3	CC1CCC2(CC1)CCN(CCCOC(=O)Nc1ccc3c(c1)OCO3)C2=O (stereo not drawn)	0	-2	0	nt	9
4	CC1CCC2(CC1)NC(=O)N(CC(=O)Nc1cccc(S(=O)(=O)N3CCOCC3)c1)C2=O (stereo not drawn)	0	0	1	3	-1
5	C#CC(=O)N(c1ccc(OC)c(OC)c1)C(C(=O)NC1CCCC1)c1cccs1 (stereo not drawn)	nt	-4	nt	2	0
6	O=C(CCSCCc1ccccn1)Nc1ccc(Br)cc1F	1	0	-1	1	4
7	Cc1ccc(C)c(Nc2ncccc2C(=O)NCc2cccs2)c1	0	-2	-2	3	15
8	O=C(Nc1cccnc1)c1ccc(Oc2ccccc2)cc1	-2	-3	-1	3	3
9	CCc1cc(C(=O)N2CCCc3ccccc32)sc1C	-4	-8	-5	8	-3
10	Cc1ccc(C(O)c2ncc(-c3ccc(F)cc3)[nH]2)cc1F (stereo not drawn)	5	1	-1	12	0

no.	proKLK7 act	ASAP1 GAP inh	Tn6 DDE FP	FXN GAA850 act	HGIII-sPLA2 inh
1	0.0	0	9	1.9	3
2	0.8	-14	-1	5.1	10
3	0.1	nt	-1	nt	0
4	0.1	-17	0	1.9	11
5	-0.1	3	10	-20	0
6	0.7	-6	0	2.3	-4
7	-0.1	14	-2	3.1	5
8	0.5	-12	-4	-0.5	-12
9	0.5	-1	6	1.3	1
10	0.2	-6	0	-1.3	-9

# Next section
no.	SMILES	NPR1 activator	rCAG binder	GC-B act	ARFGAP1 inh	ADAM10 inh
11	CC(=O)OCC(OC(C)=O)C(OC(C)=O)C(OC(C)=O)C(=O)Nc1ccc(C)cc1 (stereo not drawn)	-4	0	3	7	2
12	O=C(Nc1ccc(S(=O)(=O)Nc2ncccn2)cc1)c1cccc(Br)c1	-7	-1	-7	9	-6
13	CCOC(=O)c1c(S(=O)(=O)NCC(=O)Nc2ccccc2OC)c(C)n(C)c1C	-6	-2	0	-5	-3
14	O=C(Nc1ccccc1Br)c1ccc(N2CCCC2=O)cc1	0	-2	0	-9	-15
15	O=S(=O)(c1c(F)cccc1F)N1CCN(C(=S)NCc2ccc3c(c2)OCO3)CC1	-2	4	-2	3	5
16	CCCC(C(=O)Nc1cccc(S(=O)(=O)N2CCCC2)c1)c1ccccc1 (stereo not drawn)	-2	4	-7	18	11
17	C=CCN1C(=O)C(O)(CC(=O)c2c(C)n[nH]c2C)c2cc(Br)ccc21 (stereo not drawn)	-5	-6	-12	-7	11
18	CC(=O)Nc1ccc2nc(C3CC3)n(Cc3ccc(Cl)cc3)c(=O)c2c1	2	-2	5	-10	1
19	COC(=O)c1ccc(CNC(=O)COC(=O)C23CC4CC(CC(C4)C2)C3)cc1	0	1	3	0	10
20	CC(=O)N1CCN(C(=O)C2CCN(S(=O)(=O)c3ccccc3C(F)(F)F)CC2)CC1	-3	0	3	4	1

no.	proKLK7 act	ASAP1 GAP inh	Tn6 DDE FP	FXN GAA850 act	HGIII-sPLA2 inh
11	-0.5	-6	-5	3.9	8
12	-0.1	0	-1	-0.8	2
13	-0.6	2	1	0.2	2
14	0.4	-7	0	3.9	11
15	0.7	-1	-2	-0.4	-11
16	-0.1	0	3	-1.5	-29
17	-0.3	-15	-3	-0.4	-2
18	-0.6	-6	-2	3.6	-1
19	-0.3	7	2	0.9	2
20	-0.1	12	4	-0.2	-6

# Rewritten with one line to a screen: 4 of the compounds above
17: C=CCN1C(=O)C(O)(CC(=O)c2c(C)n[nH]c2C)c2cc(Br)ccc21 (stereo not drawn)
3: CC1CCC2(CC1)CCN(CCCOC(=O)Nc1ccc3c(c1)OCO3)C2=O (stereo not drawn)
14: O=C(Nc1ccccc1Br)c1ccc(N2CCCC2=O)cc1
13: CCOC(=O)c1c(S(=O)(=O)NCC(=O)Nc2ccccc2OC)c(C)n(C)c1C
assay / compound	17	3	14	13
NPR1 activator	-5	0	0	-6
rCAG binder	-6	-2	-2	-2
GC-B act	-12	0	0	0
ARFGAP1 inh	-7	nt	-9	-5
ADAM10 inh	11	9	-15	-3
proKLK7 act	-0.3	0.1	0.4	-0.6
ASAP1 GAP inh	-15	nt	-7	2
Tn6 DDE FP	-3	-1	0	1
FXN GAA850 act	-0.4	nt	3.9	0.2
HGIII-sPLA2 inh	-2	0	11	2

# Values in list order from above:
# proKLK7 act for nos. 13 to 20, in order: -0.6, 0.4, 0.7, -0.1, -0.3, -0.6, -0.3, -0.1
# rCAG binder for nos. 13 to 20, in order: -2, -2, 4, 4, -6, -2, 1, 0
# ASAP1 GAP inh for nos. 13 to 20, in order: 2, -7, -1, 0, -15, -6, 7, 12

# (cont.)
no.	SMILES	NPR1 activator	rCAG binder	GC-B act	ARFGAP1 inh	ADAM10 inh
21	CC(C)=CCC/C(C)=C/Cc1c(O)ccc(C(=O)/C=C/c2ccc(O)cc2)c1O	-8	68*	-7	28*	6
22	CCOC(=O)CN1C(=O)S/C(=C/c2cc(C)n(C)c2C)C1=O	-4	5	2	0	-11
23	O=C(COC(=O)/C=C/c1ccc(C(F)(F)F)cc1)NC1CCCC1	-2	-3	5	7	-3
24	CC(C)CC(=O)NC1(C(F)(F)F)C(=O)Nc2c1c(=O)[nH]c(=O)n2Cc1ccco1 (stereo not drawn)	-1	5	4	-2	5
25	CC(C)(C)NC(=O)CN(Cc1cccs1)C(=O)CCC(=O)Nc1nccs1	0	-8	1	-12	-1
26	O=C1c2ccccc2C(=O)N1CCC(=O)N1CCCc2ccccc21	2	-4	0	0	5
27	Cn1nnc(NC(=O)CSc2ccc(Cl)cc2)n1	-1	5	-1	2	6
28	COc1ccc(C2CCCN2C(=S)Nc2ccc(C)c(C)c2)cc1OC (stereo not drawn)	-2	-5	11	-8	2
29	CC(=O)Nc1cccc(/C(C)=N/NC(=O)c2c(-c3ccccc3Cl)noc2C)c1	-4	0	-3	8	5
30	COc1cc(CN2CCN(Cc3ccc([N+](=O)[O-])cc3)CC2)c([N+](=O)[O-])cc1OC	0	0	1	3	-11

no.	proKLK7 act	ASAP1 GAP inh	Tn6 DDE FP	FXN GAA850 act	HGIII-sPLA2 inh
21	0.6	20	-15	-1.5	-44
22	0.3	1	-5	2.7	4
23	-0.6	2	-4	0.7	2
24	-0.3	-8	-6	-1.9	2
25	-0.1	2	-1	0.5	7
26	0.2	2	1	0.9	-6
27	-0.3	-9	2	-0.5	3
28	-0.2	-1	5	-0.1	7
29	0.5	14	2	-0.1	4
30	-0.2	9	-1	0.1	2

# Next part
no.	SMILES	NPR1 activator	rCAG binder	GC-B act	ARFGAP1 inh	ADAM10 inh
31	Cc1ccc(NC(=O)CCc2ccc(C)o2)c(C)c1	5	0	5	6	-1
32	CC1=C(C(=O)N(C(C)C)C(C)C)CC(CC(=O)NCCc2ccccn2)C(=O)N1Cc1ccccc1 (stereo not drawn)	3	1	0	0	-5
33	COCCNC(=O)c1onc(CSc2ccccc2)c1C(=O)NCCOC	2	-6	-4	-8	-2
34	CCCCNS(=O)(=O)c1ccc2nc(SCC(=O)Nc3ccccc3)[nH]c2c1	-3	9	-4	-4	23*
35	N#CCCSC(=S)C1CCCC1=N (stereo not drawn)	1	2	4	-2	-5
36	CCCCn1c(N)c(N(C)C(=O)c2cccc(-n3cnnn3)c2)c(=O)[nH]c1=O	1	2	-3	-2	-8
37	COc1ccc(OC)c(S(=O)(=O)Nc2cccc3ccccc23)c1	-15	1	-10	-8	-2
38	O=C(O)c1cc2c(ccc3ccccc32)[nH]1	1	5	-2	-4	-51
39	CSCCCNC(=S)N1CCN(S(=O)(=O)c2cccc(C(F)(F)F)c2)CC1	-3	-4	2	3	0
40	CCOC(=O)N1CCN(c2c(NCCc3ccc(OC)c(OC)c3)c(=O)c2=O)CC1	0	1	-1	-5	0

no.	proKLK7 act	ASAP1 GAP inh	Tn6 DDE FP	FXN GAA850 act	HGIII-sPLA2 inh
31	0.6	1	-6	0.7	-22
32	-0.2	4	3	1.4	2
33	0.4	-10	4	2.3	5
34	-0.4	5	-3	0.2	-70
35	0.2	7	-7	1.0	5
36	0.4	3	-2	0.3	0
37	0.4	7	0	-0.1	-17
38	-0.3	-7	-5	2.4	-10
39	-0.1	1	0	-4.0	-2
40	0.1	3	-7	0.6	2

# The list continues:
no.	SMILES	NPR1 activator	rCAG binder	GC-B act	ARFGAP1 inh	ADAM10 inh
41	CC(C)CN1C(=O)/C(=C/c2cccs2)NC1=S	-2	6	-3	8	17
42	CCOC(=O)/C=C1\CN(Cc2cc(OC)c(OC)c(OC)c2)S(=O)(=O)c2ccccc21	-1	-6	-2	11	-9
43	Cc1noc(C)c1COC(=O)CN(C)S(=O)(=O)c1ccc(Cl)cc1	-8	-3	-7	1	4
44	CC1CCN(CCNC(=S)Nc2ccc(Cl)cc2)CC1	-7	0	-7	-14	4
45	COc1cc(OC)cc(C(=O)NC2CC3CCC(C2)N3Cc2ccco2)c1 (stereo not drawn)	0	-4	-2	-2	4
46	O=C(NC1CCC1)C1CCC(=O)N(Cc2cccc(F)c2)C1 (stereo not drawn)	-2	-1	2	0	-8
47	CCOC(=O)c1c(C)[nH]c(C)c1-c1ccccc1OC	-1	-7	2	-1	-8
48	CC(=O)NCCNc1nc2cc(-c3cccc(Cl)c3)sc2c(=O)n1C	5	4	-1	1	-61
49	O=C(N/N=C/c1ccc[nH]1)c1ccc(O)cc1	-5	0	-3	-7	-13
50	Cc1ccccc1OCCCC(=O)Nc1ccccc1C(F)(F)F	-1	-8	-4	4	4

no.	proKLK7 act	ASAP1 GAP inh	Tn6 DDE FP	FXN GAA850 act	HGIII-sPLA2 inh
41	0.3	-12	-5	1.2	14
42	-0.5	-16	-2	-0.3	4
43	0.0	-10	2	0.4	-1
44	0.1	-6	2	-0.4	12
45	0.6	-2	-2	-0.9	6
46	-0.5	-2	4	3.0	4
47	0.6	-17	-2	1.3	12
48	-1.0	10	-9	3.3	4
49	-0.9	-9	-4	7.4	4
50	-0.1	7	-3	0.3	-2

# Remaining list, next part.
no.	SMILES	NPR1 activator	rCAG binder	GC-B act	ARFGAP1 inh	ADAM10 inh
51	O=[N+]([O-])c1ccc(NN=Cc2cccc([N+](=O)[O-])c2)cc1	-8	3	-2	-15	-4
52	CCOC(=O)c1ccc(NC(=O)Nc2nc3ccccc3s2)cc1	0	19	-5	9	-20
53	COc1ccc2c3c([nH]c2c1)C(C)N(CCC(=O)NN)CC3 (stereo not drawn)	-2	-6	1	1	-156
54	O=C(Nc1ccc(C(F)(F)F)cc1Cl)c1ccc(Cn2cc(Br)cn2)o1	1	-2	-2	9	12
55	CCN(CC)C(=O)c1sc2nc(-c3ccccn3)[nH]c(=O)c2c1C	-2	-1	1	4	-378
56	CC(C)CN1CCC(=O)N(CCC#N)CC1	2	1	2	-4	1

no.	proKLK7 act	ASAP1 GAP inh	Tn6 DDE FP	FXN GAA850 act	HGIII-sPLA2 inh
51	-0.1	9	-4	2.4	9
52	0.4	3	-5	0.2	1
53	8.8	6	6	-0.1	-9
54	-0.9	3	3	0.2	1
55	-24	2	-1	3.2	5
56	0.5	-2	-2	0.5	3
